H9c2 TAG inh: inhibitors of triacylglycerol accumulation, primary screen, cell-based, uHTS, fluorescence, H9c2. H9c2 cells, Nile Red lipid (TAG) fluorescence; cells loaded with 200 µM oleic acid. inhibition, % at 12.5 µM. 230,000 compounds, 0.66% hits. AID 651582, 2012;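 active = pattern-corrected inhibition of lipid staining of at least 50% with the nuclear-stain viability signal not falling by more than 50%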;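 note: 0% = DMSO wells and 100% = triacsin C control wells; some results filed as inactive read as strong as hits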
H9c2 TAG inh DAPI viability: also measured in H9c2 TAG inh; calls as there; DAPI nuclei signal change (viability), lower = more cytotoxic, %;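 whole-well DAPI fluorescence read on a plate reader as a viability signal; minus 50 percent equals half of cells still viable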
* marks the source's active call; other numbers are inactive results. The list is partial. The share of hits here may be higher or lower than overall.

Preview:
SMILES | H9c2 TAG inh | H9c2 TAG inh DAPI viability
O=C(CSc1cccc[n+]1[O-])NC1CCCCC1 | -27 | -1
Cc1nc2ccccn2c1C(=O)NNS(=O)(=O)c1ccc(Cl)cc1 | -6 | -8

Results, repeating the preview:
SMILES | H9c2 TAG inh | H9c2 TAG inh DAPI viability
O=C(CSc1cccc[n+]1[O-])NC1CCCCC1 | -27 | -1
Cc1nc2ccccn2c1C(=O)NNS(=O)(=O)c1ccc(Cl)cc1 | -6 | -8
COc1ccc(S(=O)(=O)N2CCN(C(=O)CCSc3ccccc3)CC2)cc1 | 10 | -12
COc1cc(C(=O)N/N=C/c2cn(Cc3cccc(F)c3)c3ccccc23)ccc1O | -105 | 2
Cc1ccc(S(=O)(=O)N(C)C)cc1NC(=O)COC(=O)c1n[nH]c(=O)c2ccccc12 | -4 | 8
c1ccc(-c2cn(-c3ccccc3)c3[n+]2CCCS3)cc1 | -12 | -14
Cc1nc(C(=O)N(C)C)nn1-c1ccc(Cl)cc1Cl | -27 | 5
C=CCN(CC=C)S(=O)(=O)c1ccc(NC(=S)NC(=O)/C=C/c2ccccc2)cc1 | -8 | -5
O=C(CCN1C(=O)S/C(=C\c2ccccc2)C1=O)Nc1ccc(S(=O)(=O)Nc2nccs2)cc1 | 16 | 8
CNC(=S)NNC(=O)CSCc1c(Cl)cccc1Cl | -16 | 9
Cc1cc(C(=O)NNc2c(Cl)cccc2Cl)n(C(C)(C)C)n1 | -3 | 0
CCOc1ccc(OCCC(=O)N(CC(=O)Nc2ccccc2C(F)(F)F)Cc2ccco2)cc1 | 7 | -11
COc1ccc(C(=O)NNC(=O)Cc2ccc(Cl)cc2)cc1 | 11 | 2
Cc1sc2ncnc(SCC(=O)N3CCCC3=O)c2c1C | -47 | 48
COc1ccc(C(=O)Nc2ccc(N3CCN(C(=O)c4ccccc4C)CC3)cc2)cc1 | 10 | 8
N#CCSc1nnc(-c2cccnc2)n1-c1ccccc1 | 5 | 15
CCN(CC(=O)Nc1ccc2c(c1)OCCO2)C(=O)/C=C/c1ccccc1 | 3 | -16
COC(=O)C1(NC(=O)NC2CCCCC2)CCCCC1 | 3 | -8
COc1ccc(CCN2C(=O)c3[nH]nc(-c4ccccc4O)c3C2c2cccc(O)c2)cc1OC (centres undefined) | -11 | -6
O=S(=O)(c1ccc(Cl)s1)N1CCNCC1 | -13 | 6
Cc1ccc(CNC(=O)Nc2nnc([C@H]3C[C@H](O)[C@@H](CO)O3)s2)cc1 | -9 | 6
CC(=O)c1ccc(NC(=O)c2cc(S(=O)(=O)N3CCOCC3)ccc2C)cc1 | -10 | 8
Cc1cc(C)c(C#N)c(N2CCSCC2)n1 | -19 | -7
Cc1ccc(C)c(C(=O)CCC(=O)NCc2ccc(Cl)cc2)c1 | 9 | -2
CN(C)/C=C1\SC(=S)N(N2C(=O)C3C4C=CC(C4)C3C2=O)C1=O (centres undefined) | -5 | -3
COC(=O)Cn1cnc2sc3c(c2c1=O)CCCC3 | 11 | -15
O=C(N/N=C/c1[nH]c2ccccc2c1Cl)c1cccc(Br)c1 | 31 | 0
CCO/C(=C/c1sc2ccc(OC)cc2[n+]1CCCS(=O)(=O)[O-])CC | -22 | 16
O=C1CSC(c2ccc(Cl)c(Cl)c2)N1c1nccs1 (centres undefined) | -2 | -5
O=C(N/N=C/C=C/c1ccc([N+](=O)[O-])cc1)c1cccs1 | 14 | 1
Cc1occc1C(=O)Nc1ccc2ccccc2c1 | 1 | 0
O=C(Nc1sc2c(c1C(=O)O)CCC2)c1ccccc1 | -7 | -4
CCN(CC)S(=O)(=O)c1ccc(C)c(NC(=O)CNCCN(C(C)C)C(C)C)c1 | -4 | 11
Cc1cc(CNC(=O)c2cccc([N+](=O)[O-])c2)c2ccccc2n1 | -5 | -1
O=C(CSc1n[nH]c(=O)[nH]c1=O)c1ccc([N+](=O)[O-])cc1 | 4 | 2
Cc1ccc(CNc2nc3ccccc3n3nnnc23)cc1 | -74 | 5
CCOc1ccc(/C=C/C(=O)OC(C)C(=O)NC2CCCCC2C)cc1OC (centres undefined) | -1 | 2
C[C@H](CO)N1C[C@H](C)[C@@H](CN(C)C(=O)Nc2ccc3c(c2)OCO3)Oc2ccc(NC(=O)Cc3ccccc3)cc2C1=O | -15 | 42
CC(=O)N1CCC(C(=O)NC2CCCc3c2cnn3-c2cc(F)cc(F)c2)CC1 (centres undefined) | 2 | 2
Cc1cc(N2CC(C)OC(C)C2)n2cc(-c3ccccc3)nc2n1 (centres undefined) | 8 | -2
CN(C)CCCN(C(=O)c1ccc(S(=O)(=O)N(C)Cc2ccccc2)cc1)c1nc2cc3c(cc2s1)OCO3 | 19 | 15
CCOC(=O)Cn1c(=O)n(C2CCCC2)c(=O)c2ccccc21 | -2 | -2
CN(C)CCNc1nc(Oc2cccc(F)c2)c2sccc2n1 | 14 | 11
Cc1c(O)c(=O)ccn1C | 22 | 9
CC1CN/C(=C\C(=O)c2ccccc2)C(=O)N1 (centres undefined) | 4 | 2
Cn1c(=O)c2c(ncn2CCNC2=NCCCCC2)n(C)c1=O | 6 | -1
COc1ccc(CNc2oc(COc3ccccc3)nc2C#N)cc1 | -18 | 26
O=C(CN1CCN(Cc2ccccc2)CC1)Nc1ccc2c(c1)CCC2 | -9 | 2
COCc1ccc(C(=O)NC(C)c2cnn(-c3ccccc3C)c2C)o1 (centres undefined) | -12 | -6
Cc1cc(C)c(C#N)c(SCc2ccccc2[N+](=O)[O-])n1 | -5 | -3
CC(=O)Nc1ccc(-c2cc(C(=O)O)c3ccccc3n2)cc1 | -1 | 1
O=C(OCC(=O)c1ccc[nH]1)c1ccc(C(F)(F)F)cc1 | -6 | 5
O=C(Nc1cccnc1)c1ccc(CN2CCc3ccccc3C2)cc1 | 0 | -1
O=C(O)c1cccc(CSc2nnc(-c3cccnc3)o2)c1 | -7 | 8
COc1ccc(OCCNC(=O)C(Cc2c[nH]c3ccccc23)NC(C)=O)cc1 (centres undefined) | -15 | 4
Cc1ccc(S(=O)(=O)Oc2cccc(N3C(=O)C4CC=CCC4C3=O)c2)cc1 (centres undefined) | -21 | 13
COc1ccc(-n2nc3ccc(NS(C)(=O)=O)cc3n2)cc1Cl | 17 | 43
CCCCCCCOc1ccc(C(=O)Nc2cccnc2)cc1 | 2 | -3
CCCCc1nc2cc(C(=O)N3CCNC(=O)C3CC(=O)OC)ccc2o1 (centres undefined) | -9 | -1
COC(CNC(=O)c1cccc(-n2c(=S)[nH]c3cc(Cl)ccc3c2=O)c1)OC | 9 | -1

Part of the list above in order of length of the SMILES, smallest number first:
SMILES | H9c2 TAG inh | H9c2 TAG inh DAPI viability
Cc1c(O)c(=O)ccn1C | 22 | 9
Cc1ccc(CNc2nc3ccccc3n3nnnc23)cc1 | -74 | 5
O=C(Nc1sc2c(c1C(=O)O)CCC2)c1ccccc1 | -7 | -4
CN(C)CCNc1nc(Oc2cccc(F)c2)c2sccc2n1 | 14 | 11
COc1ccc(CNc2oc(COc3ccccc3)nc2C#N)cc1 | -18 | 26
Cn1c(=O)c2c(ncn2CCNC2=NCCCCC2)n(C)c1=O | 6 | -1
O=C(Nc1cccnc1)c1ccc(CN2CCc3ccccc3C2)cc1 | 0 | -1
O=C(OCC(=O)c1ccc[nH]1)c1ccc(C(F)(F)F)cc1 | -6 | 5
Cc1cc(N2CC(C)OC(C)C2)n2cc(-c3ccccc3)nc2n1 (centres undefined) | 8 | -2
COCc1ccc(C(=O)NC(C)c2cnn(-c3ccccc3C)c2C)o1 (centres undefined) | -12 | -6
Cc1cc(CNC(=O)c2cccc([N+](=O)[O-])c2)c2ccccc2n1 | -5 | -1
COc1ccc(OCCNC(=O)C(Cc2c[nH]c3ccccc23)NC(C)=O)cc1 (centres undefined) | -15 | 4
CC(=O)N1CCC(C(=O)NC2CCCc3c2cnn3-c2cc(F)cc(F)c2)CC1 (centres undefined) | 2 | 2
Cc1ccc(S(=O)(=O)Oc2cccc(N3C(=O)C4CC=CCC4C3=O)c2)cc1 (centres undefined) | -21 | 13
COC(CNC(=O)c1cccc(-n2c(=S)[nH]c3cc(Cl)ccc3c2=O)c1)OC | 9 | -1
C[C@H](CO)N1C[C@H](C)[C@@H](CN(C)C(=O)Nc2ccc3c(c2)OCO3)Oc2ccc(NC(=O)Cc3ccccc3)cc2C1=O | -15 | 42

Carrying on:
SMILES | H9c2 TAG inh | H9c2 TAG inh DAPI viability
CC1(C)OC2OC(C(=O)N/N=C/c3cc(Br)ccc3O)C3OC(C)(C)OC3C2O1 (centres undefined) | -10 | -20
Cc1cc(Cl)ccc1NC(=O)CN1C(=O)C(=O)N(C2CCCC2)C1=O | -7 | -2
Cc1ccc(OS(=O)(=O)c2ccc(-c3csc(C)n3)s2)c(C)c1 | -18 | 7
C[C@H](NC(=O)c1[nH]cnc1C(=O)Nc1cccc(Cl)c1)c1ccccc1 | -14 | 12
CCN(C(=O)C1CCN(S(=O)(=O)c2cccc3nonc23)CC1)c1ccccc1 | 2 | -6
Cn1cccc1C(=O)Nc1ccc(N2CCOCC2)cc1 | 3 | -13
Cc1cc(O)ccc1N/C=C/c1onc(C)c1[N+](=O)[O-] | 6 | 13
CN(C)c1cccc(C(=O)Nc2ccc3nc4n(c(=O)c3c2)CCCCC4)c1 | 17 | -9
CN(C)CCCNc1cc(C(C)(C)C)nc2c(-c3ccc(Cl)cc3)cnn12 | 130 | -55
CCOC(=O)CN1C(=O)NC(C)(c2ccc(OC(F)F)cc2)C1=O (centres undefined) | -13 | 13
O=c1cc(N2CCOCC2)[nH]c(=O)n1Cc1ccc(F)cc1 | -1 | 1
Cc1cccc(CN2CCN(Cc3ccc(-n4cccn4)cc3)CC2CCO)n1 (centres undefined) | 5 | 2
COc1cccc(C(C)(O)c2nc(-c3cccs3)cs2)c1 (centres undefined) | -16 | 7
CC(C)(C)NC(=O)CN1CCC(NC(=O)C23CC4CC(CC(C4)C2)C3)CC1 | -6 | 3
CCCOc1cccc(-c2nnc(N)s2)c1 | 4 | -8
Cc1ccc(NC(=O)CCn2cnc3ccccc3c2=O)c(C)c1 | -13 | 1
COc1ccc(/C=C2\SC(=O)N(CC(=O)NN3CCN(C)CC3)C2=O)cc1OC | -15 | -4
CCC(C)NC(=O)CO/N=C/c1ccc(C(=O)OC)cc1 (centres undefined) | 21 | 7
CN(C)c1ccc(-c2nc3ccccn3c2/N=C/c2ccc(Br)cc2)cc1 | 17 | 68
CC1CCC(NC(=O)Cn2ncc3ccccc32)CC1 (centres undefined) | -2 | 11
CC(C)COC(=O)N(C)C[C@H]1OCc2cn(nn2)CCCC(=O)N([C@H](C)CO)C[C@@H]1C | 1 | 2
COc1ccccc1-c1cc(NC(C)=O)c2ncc(-c3ccc(F)cc3)n2c1 | 19 | -4
COc1ccc(Cc2cc(-c3ccc(F)cc3)n[nH]c2=O)cc1 | -3 | 5
Cc1ccc2c(C(=O)CNc3nncs3)c(C)[nH]c2c1 | 12 | -9
CCOC(=O)C(C)Sc1nnc(Cn2c(=O)sc3ccccc32)n1-c1ccccc1 (centres undefined) | -5 | 6
O=S(=O)(c1ccc2c(c1)CCC2)N1CCNCC1 | 15 | -11
Cc1cccc2nc(-c3cccnc3)c(NCCC(C)C)n12 | -4 | 4
COc1cccc2c1N1C(=O)c3c(C(=O)O)cccc3C1CC2(C)C (centres undefined) | 1 | 0
CC(OC(=O)Cc1ccccc1F)C(=O)Nc1ccc(Cl)cn1 (centres undefined) | -16 | 8
COCCn1cnnc1SCC(=O)Nc1ccccc1C(=O)Nc1ccc2c(c1)OCO2 | -6 | 12
CC1(C)C2CCC1(CS(=O)(=O)Nc1ccccc1)C(=O)C2 (centres undefined) | -17 | 6
CCCCC(=O)OCC(=O)c1cc(C)n(-c2c(C)n(C)n(-c3ccccc3)c2=O)c1C | 1 | 5
CCOC(=O)c1cnc(SC)nc1Oc1cccc(NS(=O)(=O)c2ccc(F)cc2)c1 | -95 | 1
Cc1cccc(NC(=O)C(=O)NCC2CCCN2S(=O)(=O)c2ccccc2)c1 (centres undefined) | 2 | -3
Cc1ccc(SCC(=O)NCCc2ccccc2)cc1 | -17 | 2
CCC(=O)Nc1nnc(SCC(=O)NCc2ccc3c(c2)OCO3)s1 | 1 | 7
CCN1CCN(c2nc3ccccc3nc2C(C#N)C(=O)OC2CCCCC2)CC1 (centres undefined) | 44 | -15
COC(=O)c1sc(NC(=O)c2ccc3c(c2)OCO3)c(C#N)c1C | -6 | 3
CCN1CCN(c2ccc(S(=O)(=O)N3CCCCC3)cc2NC(=O)c2ccc([N+](=O)[O-])o2)CC1 | 42 | -19
COCCCNC(=S)N(CCO)Cc1cc2cc3c(cc2[nH]c1=O)OCO3 | -3 | 1
C=CCn1c(C)cc(C(=O)CSc2nnc(Cc3ccccc3)o2)c1C | -4 | -16
COc1ccc(CNC(=O)c2csc3c2CCCC3)cc1 | 4 | -3
COc1cccc(N2CCN(C(=O)c3cccn4c(=O)c5c(C)c(C)sc5nc34)CC2)c1 | 2 | 2
CC(C)c1cc(CN2CCOCC2)cc(C(C)C)c1O | -18 | 12
CC(=C/c1ccccc1)/C=N/NC(=O)CSc1nc(C)cc(C)n1 | -22 | 2
NS(=O)(=O)c1ccc(CCNC(=O)c2ccc3nccnc3c2)cc1 | 0 | 8
COc1ccc(NC(=O)C2=C(C)NC(=O)NC2c2cccs2)c(OC)c1 (centres undefined) | 1 | 5
Cc1[nH]c(=O)[nH]c(=O)c1S(=O)(=O)Nc1ccc(Oc2ccccc2)cc1 | 9 | 1

Compound activity (PubChem BioAssay)
